# TRb-SRC2 inh – TRbeta-SRC2 interaction inhibition; P10828; TRbeta-SRC2 peptide binding, fluorescence polarization; receptor liganded with 1 µM T3; Potency, µM (doses to about 106 µM), for inactives: at the highest dose activity change, negative = inhibition, actives largely listed as inhibitors; 280,000 compounds, 0.065% hits;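 further: plate controls were bound peptide for no effect and peptide without receptor for full effect; nearly all actives have a fitted effect of over 50% in size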
#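 Read-out is fluorescence polarization (555 nm excitation, 632 nm emission) of a Texas Red SRC2 coactivator peptide; loss of signal reflects blocked binding to human TRb ligand-binding domain in the presence of 1 uM T3.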
# TexasRed fluor – counter-screen for TRb-SRC2 inhibitors: fluorescence interference. TRb/SRC2 Texas Red total fluorescence interference. Potency, µM (series often up to 106 µM), without a hit: at the highest dose fluorescence change, negative = quenching. 280,000 compounds, 0.29% hits. AID 1479; active means well fitted curve in either direction with a large enough effect; inconclusive means small, poorly fitted or top-dose-only effect; further: on the % scale 0 is the no-effect control and ±100 the full control effect
#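 Human TRb ligand-binding domain at 0.6 uM with 20 nM Texas Red SRC2 peptide in Tris buffer containing 1 uM T3 and 5% DMSO, incubated with compound 5 h at ambient temperature. Total fluorescence (555/632 nm) calculated as parallel + 2 × perpendicular.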
# ALDH1A1 inh – inhibitors of human aldehyde dehydrogenase 1A1. P00352. Purified ALDH1A1, NADH fluorescence, propionaldehyde substrate. Potency, µM (highest dose often 75.3 µM), for inactives: top-dose activity, negative = inhibition, hits mostly inhibitors. 220,000 compounds, 7.3% hits. AID 1030; active means well fitted inhibition curve with a large enough effect, not every such curve was filed as active; inconclusive means small, poorly fitted or top-dose-only effect, or another doubt; inactive means no such curve, though single readings can be large or run the other way;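 further: plate controls were no enzyme wells and a reference inhibitor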
# SMN2 splice enh – SMN2 splice variant enhancement | HEK293 SMN2-luciferase splicing reporter, luminescence, 30-36 h | Potency, µM (highest dose often 46.1 µM), without a hit: at the highest dose activity change, positive = activation, actives largely listed as activators | 210,000 compounds, 2.8% hits | AID 1458; further: % of control where 0% means no effect; nearly all actives have a fitted effect of over 55% in size
#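 HEK293 cells carry an SMN2 minigene-luciferase reporter in which exon 7 inclusion puts luciferase in frame. Cells were seeded at 2000 cells/well, attached for 10-12 hours, then exposed to compounds for 30-36 hours at 37C before ONE-Glo luminescence.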
# Lamin A splicing – changes lamin A minigene splicing in HeLa cells | Potency, µM (top dose mostly 46.1 µM), without a hit: at the highest dose ratio change, negative = inhibition, most hits filed as inhibitors | AID 1487 | HeLa LMNA splicing GFP/RFP minigene ratio, 48 h | 200,000 compounds, 0.01% hits; active means well fitted inhibition curve with a large enough effect in the signal ratio, with a control signal flat, not every such curve was filed as active; inconclusive means small, poorly fitted or top-dose-only effect, or effect the other way, or a change in a side signal; the % refers to the signal ratio; further: on the % scale 0 is the no-effect control and ±100 the full control effect
#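 Read-out is the ratio of GFP to DsRed2 object intensity, acquired by 488 nm laser-scanning cytometry on HeLa lamin A-EGFP minigene reporter cells. Compound incubation 48 hrs at 37 °C in Opti-MEM with 2% FBS; DMSO 0.5% final.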
# RECQ1 inh – blocks DNA unwinding by human RECQ1; P46063; RECQ1 DNA unwinding, red fluorescence kinetic read; Potency, µM (titrated, usually from 57.3 µM), without a hit: at the highest dose activity, negative = inhibition, usual class: inhibitors; 240,000 compounds, 0.54% hits; AID 2549;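 further: plate controls were vehicle for no effect and no enzyme for full effect; nearly all actives have a fitted effect of over 30% in size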
#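 50 nM RECQ1T1 preincubated 15 min with compound in Tris pH 8.0 buffer with MgCl2, DTT, Tween-20 and 2.5 ug/ml poly(dI-dC); started with 200 nM TAMRA/BHQ-2 forked duplex and 2 mM ATP. Unwinding read as fluorescence (525/598 nm), two reads 2 h apart.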
# GoLoco inh red – inhibitors of human Gai1-RGS12 GoLoco interaction (red fluorophore) | Potency, µM (titrated, usually from 61.6 µM), without a hit: top-dose activity, negative = inhibition, actives largely listed as inhibitors | AID 880 | Gai1:RGS12 GoLoco peptide FP, rhodamine, 10 min | 230,000 compounds, 0.44% hits; active means well fitted inhibition curve with a large enough effect, not every such curve was filed as active; inactive means no such curve, though single readings can be large or run the other way; further: on the % scale 0 is the no-effect control and ±100 the full control effect; nearly all actives have a fitted effect of over 30% in size; many of its hits are not listed in these tables
# Target sequence (P63096 whole entry, looked up): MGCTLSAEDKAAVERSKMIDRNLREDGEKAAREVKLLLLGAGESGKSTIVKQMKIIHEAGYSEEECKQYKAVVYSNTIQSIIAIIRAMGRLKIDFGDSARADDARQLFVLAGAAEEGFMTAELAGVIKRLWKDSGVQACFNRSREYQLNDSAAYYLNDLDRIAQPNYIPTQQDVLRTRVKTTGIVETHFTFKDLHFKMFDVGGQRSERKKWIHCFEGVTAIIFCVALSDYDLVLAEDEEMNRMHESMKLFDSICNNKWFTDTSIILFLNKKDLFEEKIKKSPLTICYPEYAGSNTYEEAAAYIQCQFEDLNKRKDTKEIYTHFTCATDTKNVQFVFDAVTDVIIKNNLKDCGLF
# JMJD2E inh – inhibitors of human JMJD2E histone demethylase. B2RXH2. JMJD2E catalytic domain, FDH-coupled NADH fluorescence (FDH is formaldehyde dehydrogenase). Potency, µM (doses to about 57.1 µM), for the others: at the top dose activity change, negative = inhibition, hits mostly inhibitors. 230,000 compounds, 1.6% hits; active means well fitted inhibition curve with a large enough effect, not every such curve was filed as active; inconclusive means small, poorly fitted or top-dose-only effect, or another doubt; inactive means no such curve, though single readings can be large or run the other way;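 further: 0% = wells with enzyme and -100% = buffer wells without enzyme; nearly all actives have a fitted effect of over 50% in size; many of its hits are not listed in these tables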
# Target sequence (B2RXH2 1-337 limits assumed): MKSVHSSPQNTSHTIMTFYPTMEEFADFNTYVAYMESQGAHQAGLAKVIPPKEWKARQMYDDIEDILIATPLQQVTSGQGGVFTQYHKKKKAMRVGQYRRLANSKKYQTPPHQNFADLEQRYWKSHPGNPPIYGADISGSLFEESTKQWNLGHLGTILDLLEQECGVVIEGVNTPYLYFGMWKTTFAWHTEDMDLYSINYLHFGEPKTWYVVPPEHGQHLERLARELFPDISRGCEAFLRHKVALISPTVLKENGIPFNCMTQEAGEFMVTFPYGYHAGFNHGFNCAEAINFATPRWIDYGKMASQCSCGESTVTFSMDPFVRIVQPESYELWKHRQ
# An asterisk follows results filed as active; i = inactive; ? = inconclusive; / = not tested or not shown; & = joins results of further samples; [ ] = dose if it differs, or a comment. Unless noted, the call rests on the fitted dose curve; in most records, active means well fitted curve in the direction sought with a large enough effect; inconclusive means small, poorly fitted or top-dose-only effect, or another doubt; inactive means no such curve, though single readings can be large; an effect the other way counts as inactive or inconclusive. Potency means the concentration at half of the fitted maximal effect. These rows are one share of the data (hit frequency here may not be typical).
No. | structure | TRb-SRC2 inh | TexasRed fluor | ALDH1A1 inh | SMN2 splice enh | Lamin A splicing | RECQ1 inh | GoLoco inh red | JMJD2E inh
1 | COC(=O)COc1ccc(S(=O)(=O)Nc2ccc(NC(C)=O)cc2)cc1C | 1% | -3% | -6% | 2% | -10% | -2% | 9% | 3%
2 | CC(C)CN1CN(S(=O)(=O)c2cccs2)c2nc3ccccc3nc21 | 5% | 1% | ? | -16% | 14% | -1% | -7% | ?
3 | CC(C)C(=O)N=C1SC2CS(=O)(=O)CC2N1Cc1ccc(Cl)cc1 (stereo not drawn) | 7% | -1% | / | / | / | -3% | -13% | 6%
4 | Cc1c2c(nc3ccccc13)CC(C)(C)CC2=O | -7% | -2% | 14µM* | -8% | -10%[46 µM] | i | 1% | ?
5 | CC(=O)N1CCN(CC(=O)Nc2ccccc2Sc2ccccc2)CC1 | -4% | -1% | ? | -76%[inhibitor] | ? | 2% | 1% | 2%
6 | CC(C)C(C)/C=C/C(C)C1CCC2C3=CCC4CC(=O)CC[C@@]4(C)C3CC[C@]21C (stereo partly drawn) | 2% | 1% | -7% | -2% | -10% | -3% | 2% | 0%
7 | COc1ccc(CNC(=O)CSc2nc3ccc(N)cc3s2)cc1 | -4% | 1% | ? | 1% | 2% | -4% | -1% | -6%
8 | NC(=O)NCCCC(=O)OCC(=O)c1ccc2ccccc2c1 | 6% | 3% | -6% | 10% | -5%[46 µM] | -9% | 9% | ?
9 | COc1ccc(C2SCCN2C(=O)c2ccc([N+](=O)[O-])cc2)cc1 (stereo not drawn) | 2% | -1% | -5% | -18% | / | -8% | 6% | 0%
10 | COc1ccc(-n2c(C)nn(C)c2=O)c(OC)c1 | 7% | 0% | 5% | ? | -4% | -8% | 2% | 12%
11 | CCOC(=O)c1c(C)c(C(=O)NCc2ccccn2)c(C)n1CC | -2% | 0% | -9% | 10% | -14% | -1% | 7% | 1%
12 | CCCn1cnc2c(c1=O)c1nc3ccccc3nc1n2CCc1ccccc1 | -2% | -3% | ? | -16% | 0% | 15% | 5% | ?
13 | COC(=O)[C@@H]1[C@@H](C)OC(=O)N[C@H]1c1ccccc1 | -2% | 1% | 1% | -4% | ? | -1% | 4% | 2%
14 | O=C1NN(c2ccc(F)cc2)C(=O)/C1=C\C=C\c1ccco1 | 7% | 6% | ? | 19% | -10% | i | 3% | ?
15 | Cc1nn(-c2ccc(F)cc2)c2c1cc(C#N)c1nc3ccccc3n12 | 4% | -4% | ? | 24% | 20% | 5% | 10% | ?
16 | CC1CCCC(NC(=O)Nc2cccs2)C1C (stereo not drawn) | -4% | -4% | ? | -10% | -5% | i | -1% | -6%
17 | COC(=O)N/N=C/c1cn(CCCOc2ccc(C)cc2)c2ccccc12 | -18% | -8% | ? | ? | ? | i | -16% | 3%
18 | Cc1sc2nc(CN(Cc3cccs3)C(=O)C3CC3)[nH]c(=O)c2c1C | 4% | -5% | ? | -19% | ? | 6% | 0% | -2%
19 | COc1ccc(C(=O)CCNc2ccc3c(c2)OCCO3)cc1 | -10% | -1% | 0.32µM* | 10% | ? | -30% | -23% | -9%
20 | O=C1COc2ccc(C(=O)c3ccccc3)cc2CN1 | -2% | 3% | ? | -10% | 5% | -10% | 9% | 4%
21 | CCc1ccc(OCC(=O)Nc2cccc3nsnc23)cc1 | -3% | -6% | -11% | -3% | 18%[46 µM] | 16% | 31%[activator] | ?
22 | CC1(C)NC(C)(C)C(O)(C(N)=O)C1=O (stereo not drawn) | -2% | 5% | 3% | -1% | -9% | -14% | 2% | 0%
23 | Cc1ccc2nc(N3CCN(c4cccc(C)c4C)CC3)c3nnnn3c2c1 | -1%&4% | 0%&1% | -3% | 4%&-35% | -5% | -6% | 35%[activator] | 3.5µM*
24 | COC(=O)C1=C(C)N(c2ccc(C)cc2)/C(=C/c2ccc(O)cc2)C1=O | -4% | -2% | 2% | -27% | -10%[46 µM] | -1% | -4% | 2%
25 | COc1ccc(OC)c(/C=N/NC(=O)c2cc3c(OC)cc(OC)cc3[nH]2)c1 | 8% | -6% | / | / | / | -7% | 21% | ?
26 | O=C(NN=C1CCCC1)c1ccccc1OCCOc1ccccc1 | -7% | -5% | -12% | -5% | / | i | 3% | 6%
27 | Cc1ccc(NS(=O)(=O)c2ccc(C(=O)N3CCN(c4ccccn4)CC3)cc2)cc1 | 1% | -1% | -4% | -47%[inhibitor] | ? | i | 11% | 6%
28 | COc1ccc(CCNC(=O)c2ccc(CN3CCOCC3)cc2)cc1 | -20% | 1% | -1% | -15% | -1% | 12% | -5% | ?
29 | CCCCn1c(Nc2ccccc2)nc2ccccc21 | -5% | -2% | 1% | -5% | -3% | -6% | -1% | 0%
30 | O=C(NCc1ccc2c(c1)OCO2)C(=O)NCC(c1ccco1)N1CCN(c2ccccc2)CC1 (stereo not drawn) | 8% | -1% | ? | -57%[inhibitor] | -12%[46 µM] | -5% | 7% | 12%
31 | CC(=O)N1CC=CC1(CC(C)C)C(=O)NCc1ccccn1 (stereo not drawn) | 12% | 1% | -13% | -5% | / | i | 2% | 11%
32 | CC(=O)N1CCC2(CC1)CN(C(=O)Nc1cccc(C#N)c1)C2 | / | / | 2% | -6% | / | -4% | 14% | /
33 | Cc1cc(CSc2ccccc2)ccc1NC(=O)COc1ccccc1C | -1% | 1% | 17% | / | -7% | -6% | / | -3%
34 | CCCNC(=O)NC(=O)CSc1nc2ccccc2n1CC(C)C | -1% | 2% | 8% | -8% | ? | -9% | 7% | 9%
35 | Cn1c(=O)c2c(-c3ccc(OC(F)F)cc3)cc(-c3ccccc3)nc2n(C)c1=O | -3% | -4% | / | / | / | 15% | 1% | -5%
36 | CCOc1ccccc1CN1C(=O)c2ccccc2C1C(=O)NCC1CCCO1 (stereo not drawn) | 6% | -1% | 5% | -4% | -3% | -3% | -4% | 1%
37 | O=c1cc(N2CCN(Cc3ccccc3)CC2)[nH]c(=O)n1-c1ccc(Br)cc1 | -23% | 0% | ? | -9% | -12% | -12% | -31% | ?
38 | CC(=O)OC1C[C@@]2(C)C(c3ccoc3)OC(=O)C3O[C@@]32[C@]2(C)C(OC(C)=O)CC3C(C)(C)C(OC(C)=O)CC(OC(C)=O)[C@@]3(C)C12 (stereo partly drawn) | -4% | -1% | 5% | -9% | / | i | -21% | 9%
39 | CCC(C)n1c(-c2cccc(S(=O)(=O)N(CC)CC)c2)n[nH]c1=S (stereo not drawn) | -2% | -4% | 13µM* | / | / | -6% | 4% | ?
40 | COc1ncc2nc(CCc3ccccc3)c(=O)n(CCC#N)c2n1 | / | / | ? | -12% | / | -3% | 3% | /
41 | CCNC(=S)N/N=C/c1ccc(C(=O)O)cc1 | 11% | 1% | 11% | -17% | / | -6% | -7% | ?
42 | Cc1ncoc1C(=O)Nc1nccs1 | -6% | -4% | -7% | / | 3% | 3% | / | -5%
43 | COCC1CCN(Cc2nc(-c3ccc(OC)cc3)no2)CC1 | -9% | -5% | -13% | / | / | 0% | 2% | -11%
44 | COc1cc(-c2[nH]ncc2CN2CCc3sccc3C2)cc(OC)c1OC | -3% | 0% | 0% | 0% | -4%[46 µM] | i | 5% | -12%
45 | CC(=O)Oc1ccc(-c2csnn2)cc1 | 4% | 0% | 8% | -9% | -1% | -3% | 12% | 7%
46 | O=C(Nc1ccccc1)C1=C[C@@H](C2CCCCC2)C[C@@H](OCCCCO)O1 | 1% | -2% | ? | / | / | ? | 0% | -5%
47 | CCOC(=O)c1[nH]c(C)c(C(=O)NCCCN2CCOCC2)c1C | -6% | 3% | -7% | 0% | 3% | -11% | 7% | 5%
48 | COc1ccc(CNC(=O)C2CCCN(S(=O)(=O)c3c(C)n[nH]c3C)C2)cc1 (stereo not drawn) | -6% | -5% | 1% | / | -2% | i | -1% | 3%
49 | CC(=O)Nc1c(C)nn(-c2ccc(C)c(C)c2)c1C | 1% | -1% | 9% | -13% | -2% | 0% | 4% | 0%
50 | COc1cccc(C(=O)N/N=C2/SCC(=O)N2CCc2ccc(OC)c(OC)c2)c1 | 2% | 4% | 4% | -11% | -5% | -12% | 1% | 14%
51 | CC(=O)Oc1cc(OC(C)=O)c2c(c1)OC(c1ccc(OC(C)=O)c(OC(C)=O)c1)C(OC(C)=O)C2 (stereo not drawn) | -3%&-9% | 0%&1% | 4%&10% | -4%&-38% | -11%&-13% | -4%&-5% | 2%&8% | 6%&0%
52 | CCCn1c(-c2ccc(F)cc2)nc2c(NCC3CCCN3CC)nc(C)nc21 (stereo not drawn) | -1% | 0% | ? | -13% | / | -3% | -1% | ?
53 | C1=C(CCNc2ncnc3c2cnn3-c2ccccc2)CCCC1 | -2% | -1% | ? | 13µM* | 2% | -9% | -3% | ?
54 | CSc1ccccc1NC(=O)CCn1c(=O)sc2ccccc21 | -14% | -1% | 9% | -14% | 8% | 4% | 4% | 2%

# Screens as filed in PubChem.
